Screening results from PubChem.
NRP1-CendR mod: NRP-1/CendR interaction modulation; AID 602438; FAM-RPARPAR peptide binding to NRP-1, fluorescence polarization; inhibition, % at 25 µM; actives 0.85% (n = 360,000);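 active means inhibition or corrected inhibition above about 18%, plus a signal ratio from 0.5 to 1.5, limit read from the data, passing the limit was not always enough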; further: strong numbers were not always called active
MLLE-PAM2 inh: blocks PAM2 peptide binding to the PABP1 MLLE domain | actives 0.36% (n = 360,000) | inhibition, % at 20 µM | GST-MLLE / FITC-PAM2 fluorescence polarization | P11940; in the data active means inhibition above about 35%, passing the limit was not always enough;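 further: plate controls were DMSO wells with GST-MLLE for no effect and wells lacking GST-MLLE protein for full effect; some results filed as inactive read as strong as hits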
Target sequence (P11940 whole entry, looked up, the tested form may be a part): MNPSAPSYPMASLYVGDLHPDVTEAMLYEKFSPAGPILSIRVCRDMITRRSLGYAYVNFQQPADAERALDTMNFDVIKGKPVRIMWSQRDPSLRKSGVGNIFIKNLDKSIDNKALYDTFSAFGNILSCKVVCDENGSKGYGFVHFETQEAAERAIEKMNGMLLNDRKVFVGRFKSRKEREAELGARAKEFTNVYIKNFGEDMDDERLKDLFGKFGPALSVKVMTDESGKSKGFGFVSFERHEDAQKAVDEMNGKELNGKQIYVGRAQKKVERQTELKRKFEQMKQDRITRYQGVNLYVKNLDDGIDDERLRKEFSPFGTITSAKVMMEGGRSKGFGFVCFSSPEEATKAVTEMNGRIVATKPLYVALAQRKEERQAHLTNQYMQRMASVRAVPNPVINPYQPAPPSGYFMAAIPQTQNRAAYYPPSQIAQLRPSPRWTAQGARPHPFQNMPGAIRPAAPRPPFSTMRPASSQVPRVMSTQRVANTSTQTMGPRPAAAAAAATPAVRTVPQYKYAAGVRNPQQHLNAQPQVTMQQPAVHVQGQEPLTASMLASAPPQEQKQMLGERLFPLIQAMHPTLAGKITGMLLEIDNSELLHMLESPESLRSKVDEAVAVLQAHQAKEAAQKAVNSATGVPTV
MT1-MMP act inh: blocks activation of human MT1-MMP. P50281. HT1080 RFP-PRO-GFP cells, GFP/RFP ratio fluorescence, overnight; percent of plate control window, DMSO zero. GFP/RFP ratio change, % at 20 µM. actives 0.061% (n = 360,000);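 active means GFP/RFP ratio change of at least 30% with cell ATP level not reduced by more than half and red fluorescence within 50% of control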; further: strong numbers were not always called active
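Assay system: HT1080 RFP-PRO-GFP cells. Benchmarks: DMSO vehicle wells and RFP-L50D-GFP reporter cell wells. Times: overnight cell settling, then overnight compound exposure, 37 °C, 5% CO2. Compound: 20 µM single dose, 1% DMSO. Read-out basis: GFP/RFP fluorescence ratio.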
FAS TE block: FAS thioesterase (human) inhibition | actives 0.67% (n = 360,000) | recombinant FAS-TE, OMFH fluorogenic substrate, fluorescence endpoint | P49327 | inhibition, % at 15 µM;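 active means compounds whose normalised, plate-corrected inhibition of enzyme fluorescence in the single-dose primary screen is 50% or more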;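 further: 0% = DMSO with enzyme and 100% = substrate without enzyme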
Tb MetRS inh: Trypanosoma brucei MetRS inhibition | purified T. brucei MetRS, ATP depletion, Kinase-Glo luminescence | inhibition, % at 11.9 µM | actives 0.4% (n = 360,000) | AID 624268;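 active means inhibition above a per-plate cutoff of the control wells' mean inhibition plus 3 SD, cut at about 5.5% in these data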;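 further: 0% = DMSO wells median and 100% = median of wells with control inhibitor compound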
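Material: parasite MetRS enzyme / Replication: singlicate, one well per compound / Signal: luminescence of leftover ATP / Schedule: 2 h aminoacylation at 25 °C after 15 min preincubation / Medium: HEPES-MgCl2-KCl buffer plus DTT, spermine, BSA, pyrophosphatase / Doses: 11.9 µM single point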
bovine MsrA act: activates bovine MsrA enzyme | purified bovine MsrA, absorbance read-out | activation, % at 10.6 µM | actives 0.3% (n = 360,000) | AID 602163; in the data active means activation above about 7.5%;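 further: 0% = vehicle and 100% = reference activator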
SKN-1 inh: inhibitors of C. elegans SKN-1; actives 0.49% (n = 360,000); inhibition, % at 21.8 µM; C. elegans VP596 Pgst-4::GFP/RFP ratio, acrylamide-induced, 24 h; AID 624304;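 active means interference check ratio from 0.5 to 1.5 plus GFP to RFP signal ratio inhibition reaching or exceeding a fixed threshold, cut at about 30% in these data, passing the limit was not always enough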; further: some compounds called inactive have numbers as strong as hits
MsrA inhibitor: inhibitors of bovine MsrA. purified bovine MsrA, absorbance read-out. inhibition, % at 15.5 µM. actives 0.75% (n = 360,000); in the data active means inhibition above about 4.5%;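 further: 0% = vehicle wells with enzyme and 100% = reference inhibitor wells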
eLon inh: inhibits E. coli Lon protease; purified E. coli Lon protease, fluorescence polarization; inhibition, % at 7.94 µM; actives 0.42% (n = 360,000); P0A9M0; in the data active means inhibition above about 13%, passing the limit was not always enough;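 further: 0% = enzyme with probe and DMSO and 100% = no enzyme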
Active calls of the source: *; x = no result given.

A first look:
canonical_smiles,MT1-MMP act inh,NRP1-CendR mod,MsrA inhibitor,MLLE-PAM2 inh,bovine MsrA act,SKN-1 inh,FAS TE block,Tb MetRS inh,eLon inh
COc1ccc(CCNC(=O)COC(=O)C2CCCCC2)cc1,3,10,0.0,-13,-3,-4,-5,0.4,-13
COc1cccc(-n2nc(-c3ccnn3-c3ccccc3)c(=O)n(C)c2=O)c1,-2,-1,0.8,-5,-13,6,3,-2.0,-5
COc1ccc(N(CC(=O)NCc2ccc3c(c2)OCO3)S(=O)(=O)c2ccccc2[N+](=O)[O-])c(OC)c1,0,14,2.3,21,-2,-11,13,-0.2,8
COc1ccc(CN2CCN(C(=O)CC(C)C)CC2)cc1,-1,-8,1.4,5,0,-7,-4,0.0,-8
O=S(=O)(/C=C/c1ccccc1)N1CCN(c2nc(-c3ccccc3)nc3ccccc23)CC1,-7,4,0.9,-5,1,2,40,0.6,0
C/C(=N\O)c1cc(Cl)cc(Cl)c1O,-5,4,1.0,-2,-4,1,-82,-0.6,-6
Cc1cc(C)c(OCCNCc2ccccc2)c(C)c1,2,-8,-1.2,-11,3,14,-3,-0.6,-9
O=C1OCCN1CCNCc1cn(-c2ccc(F)cc2)nc1-c1ccccc1Cl,0,-9,0.3,-10,-2,-6,-1,-0.8,-4
Cc1ccc(NC(=S)N(Cc2cccs2)Cc2cc3cc(C)cc(C)c3[nH]c2=O)cc1,-4,-15,-0.9,-115,-5,-8,35,0.1,-16
O=S(=O)(N1CCOCC1)N1CCN(c2ccccc2F)CC1,-7,-8,x,2,0,0,-3,0.3,4

The listing, previewed entries included:
canonical_smiles,MT1-MMP act inh,NRP1-CendR mod,MsrA inhibitor,MLLE-PAM2 inh,bovine MsrA act,SKN-1 inh,FAS TE block,Tb MetRS inh,eLon inh
COc1ccc(CCNC(=O)COC(=O)C2CCCCC2)cc1,3,10,0.0,-13,-3,-4,-5,0.4,-13
COc1cccc(-n2nc(-c3ccnn3-c3ccccc3)c(=O)n(C)c2=O)c1,-2,-1,0.8,-5,-13,6,3,-2.0,-5
COc1ccc(N(CC(=O)NCc2ccc3c(c2)OCO3)S(=O)(=O)c2ccccc2[N+](=O)[O-])c(OC)c1,0,14,2.3,21,-2,-11,13,-0.2,8
COc1ccc(CN2CCN(C(=O)CC(C)C)CC2)cc1,-1,-8,1.4,5,0,-7,-4,0.0,-8
O=S(=O)(/C=C/c1ccccc1)N1CCN(c2nc(-c3ccccc3)nc3ccccc23)CC1,-7,4,0.9,-5,1,2,40,0.6,0
C/C(=N\O)c1cc(Cl)cc(Cl)c1O,-5,4,1.0,-2,-4,1,-82,-0.6,-6
Cc1cc(C)c(OCCNCc2ccccc2)c(C)c1,2,-8,-1.2,-11,3,14,-3,-0.6,-9
O=C1OCCN1CCNCc1cn(-c2ccc(F)cc2)nc1-c1ccccc1Cl,0,-9,0.3,-10,-2,-6,-1,-0.8,-4
Cc1ccc(NC(=S)N(Cc2cccs2)Cc2cc3cc(C)cc(C)c3[nH]c2=O)cc1,-4,-15,-0.9,-115,-5,-8,35,0.1,-16
O=S(=O)(N1CCOCC1)N1CCN(c2ccccc2F)CC1,-7,-8,x,2,0,0,-3,0.3,4
O=C(CS(=O)(=O)c1ccccc1)N(CCCN1CCOCC1)c1nc2c(F)cccc2s1,6,-1,1.6,11,-3,-5,2,-0.5,-2
Cc1ccc2c(CC(=O)NCC3(N4CCOCC4)CCCCC3)coc2c1C,-6,-7,-1.0,-3,-2,-2,5,-0.5,-7
CC(=O)Nc1ccccc1OCCCN1CCC(C(O)(c2ccccc2)c2ccccc2)CC1,5,12,2.7,x,-1,-3,-14,-0.1,-2
Cc1ccccc1Cn1c(=N)n(CC(=O)c2ccc([N+](=O)[O-])cc2)c2ccccc21,-39,-24,0.1,-51,3,11,15,-0.3,-8
NC(=O)CCC(NS(=O)(=O)c1ccc(Cl)cc1)C(=O)NCC1CCCCC1 (centres undefined),-5,-29,-0.3,-5,-1,31,0,0.1,-14
Cn1c(=O)c2c(nc(CN3CCN(c4ccccc4)CC3)n2CCc2ccccc2)n(C)c1=O,-1,14,0.3,-5,-1,11,18,-0.5,3
Cc1ccc(C(C)C)cc1OCC(=O)N/N=C/c1ccc2c(c1)OCCO2,-6,4,0.4,6,1,-12,33,0.0,1
COc1ccc(N/C(C)=C2/C(=O)C(=O)N(CCO)C2c2ccc([N+](=O)[O-])cc2)cc1 (centres undefined),3,1,3.1,-8,-7,-6,6,-0.9,-4
Cc1ccc(C2(C)NC(=O)N(CC(=O)Nc3cc(S(=O)(=O)N4CCCCC4)ccc3OC(C)C)C2=O)cc1 (centres undefined),0,-12,0.7,-42,3,-5,20,-0.2,-12
O=c1c2ccccc2nc2c3ccccc3cnn12,-1,-6,3.1,-10,-6,-9,-3,-0.4,-12
O=S(=O)(c1ccc(Cl)c(Cl)c1)c1snnc1-c1ccccc1,17,-13,x,-16,0,-4,38,-0.3,-1
COc1ccc(CNC(=O)C(C)Sc2nc3ccccc3c(=O)n2CCCN2CCOCC2)cc1 (centres undefined),3,-16,0.4,-10,-2,-4,-4,-0.2,3
CCc1ccc(C(C(=O)NCc2ccccc2)N(C(=O)c2csnn2)C2CC2)cc1 (centres undefined),-3,2,-1.0,9,1,4,12,0.7,0
Cc1nnc(-c2cccc(Br)c2)c2cn(-c3cccc(Br)c3)nc12,7,115,-0.6,-71,-1,36*,11,-0.7,-28
Cc1ccccc1CCN(C(=O)CN1C(=O)c2ccccc2S1(=O)=O)C(C(=O)NCC1CCCO1)c1ccncc1 (centres undefined),-8,-3,0.5,-5,-3,11,-7,-0.1,7
O=C(OCCNc1ncc(C(F)(F)F)cc1Cl)c1ccc(S(=O)(=O)N2CCOCC2)cc1,0,3,0.8,-4,0,4,17,0.2,-9
C/C(O)=C(/C=Nc1ccccc1)C(=O)Nc1ccccc1,-3,1,3.8,3,-3,3,22,-0.5,-5
Cc1ccc2c(c1)=C(c1sc(N(C)c3ccc(O)cc3)nc1O)C(=O)N=2,10,-2,0.8,-7,-7,-10,-1,-1.1,-16
COCCNC(=O)C(=O)NCC1OCCN1S(=O)(=O)c1cccs1 (centres undefined),6,-4,0.2,6,-3,3,-3,-0.3,-2
O=C(c1ccc(Br)o1)N1CCN(c2ccc3nnc(-c4ccccc4)n3n2)CC1,3,-4,-0.3,-16,-8,-14,4,-0.4,0
COc1ccc(-c2nnc(N)s2)cc1,-2,-7,0.8,-31,-4,3,-10,-0.7,-13
Cc1nc2sc(C(c3cccc(F)c3)N3CCCCC3)c(O)n2n1 (centres undefined),5,6,-1.0,-7,-2,-9,-5,-0.5,4
CC(=O)c1ccc(N2CCN(C(=O)c3ccco3)CC2)c(F)c1,0,11,1.9,-1,-1,1,-8,-0.8,-9
CC1(c2ccccc2)NC(=O)N(Cc2ccc([N+](=O)[O-])cc2)C1=O (centres undefined),-1,1,-0.7,5,-3,5,24,0.2,16
N#Cc1c(-c2ccccc2)cc(-c2ccccc2)nc1SCc1nnc(-c2ccccc2)o1,0,1,0.3,24,0,-3,26,-1.0,-18
CCCN(C(=O)COc1ccc(Cl)cc1Cl)c1c(N)n(Cc2ccccc2)c(=O)[nH]c1=O,-8,16,0.1,-18,-3,2,12,-0.1,0
CC1(C(=O)NCC2CC2)Cc2c(-c3ccccc3)ccnc2O1 (centres undefined),3,-6,1.4,8,-4,5,-4,-0.1,-15
CCCNC(=O)C1CC(=O)N(c2ccc(OCC(=O)Nc3cc(C)cc(C)c3)cc2)C1 (centres undefined),-1,-4,0.3,-18,-2,6,-10,0.2,1
O=C1NC(c2ccncc2)Nc2sc3c(c21)CCCC3 (centres undefined),-1,16,2.1,3,-1,-3,-7,-0.5,3
COC(=O)Nc1sc(C)nc1-c1ccccc1,-3,-10,1.6,26,-4,2,-9,-0.6,-6
Nc1no[n+]([O-])c1-c1ccccc1,-1,5,-0.9,14,0,-3,-4,-0.8,-2
O=C(C1=C(O)C(=O)N(Cc2cccnc2)C1c1ccccn1)c1cccs1 (centres undefined),-3,-1,2.0,4,-11,12,0,-0.4,-3
OC(c1cccc(Cl)c1)c1nc(-c2cnc3ccccc3c2)cs1 (centres undefined),2,-8,0.8,1,-6,4,15,0.1,-6
Cc1ccc(S(=O)(=O)NCCCNS(=O)(=O)c2ccccc2Br)cc1,1,5,-0.3,-3,-2,-13,-3,-0.8,-9
CCC(=O)c1ccc(N2CCN(C(=O)c3cc([N+](=O)[O-])ccc3F)CC2)c(F)c1,x,13,0.7,-3,-13,-1,20,-1.4,1
CC1CCN(c2nc(-c3ccccc3)cc(C(F)(F)F)n2)CC1,2,-1,0.0,-11,-2,4,17,0.1,-8
O=C(O/N=C1\C(=O)N(c2ccccc2)c2ccccc21)C1CC1,0,6,0.1,-2,-6,-21,-84,-0.5,0
Cc1ccc(C)c(C(=O)OCC(=O)Nc2cccc(S(=O)(=O)N3CCCCC3)c2)c1,2,12,0.9,-6,-1,-4,32,-0.3,7
CCN1CC=C2C(C#N)=C(N)C(C#N)(C#N)[C@H](c3ccoc3)[C@H]2C1,-84,55,x,148,-2,9,-30,0.6,120*
N#CCN(C(=O)CSc1nnc(C2CC2)n1C1CC1)c1ccccc1,0,-6,-0.5,-18,-6,-10,-10,-0.4,3

More entries follow:
canonical_smiles,MT1-MMP act inh,NRP1-CendR mod,MsrA inhibitor,MLLE-PAM2 inh,bovine MsrA act,SKN-1 inh,FAS TE block,Tb MetRS inh,eLon inh
COc1ccc(NC(=O)CC2CCCCC2)cc1OC,0,1,0.0,-11,-4,7,-5,-1.0,0
CC(=O)c1cccc(-c2ccc3c(c2)C(C)(Cc2ccc(S(C)(=O)=O)cc2)C(=O)N3)c1 (centres undefined),1,0,2.1,6,-6,7,-2,-0.1,-13
Cc1ccc(S(=O)(=O)N(C)CC(=O)NCCCn2ccnc2)cc1,1,2,0.5,1,3,12,-2,0.2,14
COc1ccc(CCN2C(=O)c3[nH]nc(-c4ccccc4O)c3C2c2cccc(Cl)c2)cc1 (centres undefined),-10,-7,1.4,-3,-5,-2,-148,-1.1,-4
O=C(C1CCCN1S(=O)(=O)c1cccc2nsnc12)N1CCN(c2ccccc2)CC1 (centres undefined),1,-9,x,0,-3,3,-2,0.1,-2
CCN(CC)C(=O)Cn1nnc(-c2ccc(C)o2)n1,-8,-12,0.8,24,2,18,-5,-0.8,4

Compounds were not picked by outcome, and some 4% of all compounds hit somewhere here.
